sPLA2-III inh: Inhibits HGIII-sPLA2 liposome hydrolysis, primary screen. Q9NZ20. actives 0.56% (n = 370,000). AID 743126. QFRET BODIPY PC-A2 liposome hydrolysis, fluorescence. inhibition, % at 12.2 µM;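 active = inhibition above mean plus 3 SD of compounds lying within the high and low control bounds, cut at about 19% in these data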;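 also: 0% = median of test compound wells and 100% = no enzyme DMSO wells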
Tn7 DDE FP: DD(E)-Tn7 binding inhibition, primary FP screen. inhibition, % at 8.3 µM. AID 720508. FP displacement of FITC-Tn7 peptide from fibrin DD(E); 0% = median of compound wells per plate. actives 0.13% (n = 370,000). P02675;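 active = inhibition above the mean of compounds falling within the control limits plus 3 SD of them, cut at about 14% in these data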;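 also: 0% = plate median of compound wells and 100% = 10 µM Aha-Tn7 peptide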
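System: human fibrin DD(E); quantity: Fibrin-DD(E) at 2 µM final; also added: fluorescent Tn7 probe at 0.1 µM; compound dosing: single nominal test concentration of 8.3 µM per compound; schedule: 10 min preincubation, 3 h with tracer, room temperature; detection: fluorescence polarization of the labelled Tn7 tracer; repeats: one replicate per compound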
ASAP1 GAP inh: inhibitors of human ASAP1 ArfGAP activity; Q9ULH1; ASAP1-stimulated ARF1 GTP hydrolysis, GDP FP detection; actives 0.19% (n = 360,000); inhibition, % at 16.5 µM; in the data active = inhibition above about 25%;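 also: 0% = vehicle with enzyme and substrate and 100% = no enzyme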
DDE Tn6 FP inh: inhibitors of Tn6 peptide binding to human fibrin DD(E); Fibrin DD(E) TRITC-Tn6 fluorescence polarization displacement; AID 720509; actives 0.21% (n = 370,000); P02675; inhibition, % at 8.3 µM;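 active = inhibition above a per-campaign cutoff: mean of compounds within control limits plus 3 SD, cut at about 15% in these data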;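 also: 0% = median of all compound wells on the plate and 100% = blocking peptide control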
UHRF1 MBD2 ctr: blocks human UHRF1 binding to methylated DNA; Q96T88; UHRF1 binding to methylated oligo, TR-FRET; inhibition, % at 4.4 µM; actives 0.75% (n = 370,000); AID 687016; in the data active = inhibition above about 21%;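 also: UHRF1 SRA domain binding a hemimethylated CpG hairpin DNA probe; 0% = median of test compound wells and 100% = reference inhibitor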
Target sequence (Q96T88 whole entry, looked up, the tested form may be a part): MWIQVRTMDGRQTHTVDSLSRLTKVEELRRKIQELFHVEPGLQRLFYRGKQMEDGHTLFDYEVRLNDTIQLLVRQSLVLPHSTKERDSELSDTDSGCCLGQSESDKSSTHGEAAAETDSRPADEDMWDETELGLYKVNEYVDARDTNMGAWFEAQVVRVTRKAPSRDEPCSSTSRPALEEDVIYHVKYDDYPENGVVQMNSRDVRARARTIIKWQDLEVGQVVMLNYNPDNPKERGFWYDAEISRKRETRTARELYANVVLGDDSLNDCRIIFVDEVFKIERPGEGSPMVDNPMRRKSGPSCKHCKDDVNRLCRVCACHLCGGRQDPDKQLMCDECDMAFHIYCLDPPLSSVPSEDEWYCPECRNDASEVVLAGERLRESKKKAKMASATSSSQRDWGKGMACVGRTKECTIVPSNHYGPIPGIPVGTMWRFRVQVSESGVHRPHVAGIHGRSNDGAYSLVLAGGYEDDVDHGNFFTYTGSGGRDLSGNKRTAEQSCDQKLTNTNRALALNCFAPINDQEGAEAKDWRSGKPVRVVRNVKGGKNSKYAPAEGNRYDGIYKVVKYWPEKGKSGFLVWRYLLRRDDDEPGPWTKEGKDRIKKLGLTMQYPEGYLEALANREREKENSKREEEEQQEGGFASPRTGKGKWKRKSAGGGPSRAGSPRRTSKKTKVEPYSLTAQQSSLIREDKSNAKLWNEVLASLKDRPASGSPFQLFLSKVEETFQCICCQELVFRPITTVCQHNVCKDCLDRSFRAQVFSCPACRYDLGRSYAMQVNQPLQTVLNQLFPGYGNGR
KLK7 zymogen act: activators of human kallikrein-7 zymogen; AID 652039; activation, % at 7 µM; actives 0.9% (n = 370,000); purified proKLK7, EDANS-DABCYL substrate fluorescence; 100% is mature enzyme control, 0% vehicle; P49862;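 active = activation above the mean of all tested compounds plus 3 SD, computed per campaign excluding outliers beyond control limits, cut at about 13% in these data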
Target sequence (P49862 whole entry, looked up): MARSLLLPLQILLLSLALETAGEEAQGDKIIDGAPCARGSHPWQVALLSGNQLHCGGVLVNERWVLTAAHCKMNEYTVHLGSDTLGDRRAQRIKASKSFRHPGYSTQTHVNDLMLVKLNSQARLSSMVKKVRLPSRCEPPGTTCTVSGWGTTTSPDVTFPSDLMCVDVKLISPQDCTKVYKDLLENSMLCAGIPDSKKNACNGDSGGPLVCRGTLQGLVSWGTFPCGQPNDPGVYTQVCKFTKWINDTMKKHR
PLC-beta3 inh: PLC-beta3 (human) inhibition, primary screen. Purified PLC-beta3, fluorogenic substrate, fluorescence. Q01970. inhibition, % at 12.2 µM. actives 0.18% (n = 370,000); in the data active = inhibition above about 11%;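 also: 0% = median of compound wells on plate and 100% = full blocker control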
NR1D1 modulator: modulators of human Rev-erb alpha DNA binding; P20393; Rev-erbα–FITC-DNA binding, fluorescence polarization, 90 min; activity, % at 10 µM; actives 0.79% (n = 370,000); AID 1259318;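 active = activity above about 14%, limit read from the data; passing the limit was not always enough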;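 also: 0% = DMSO wells with 35 nM protein and 100% = DMSO wells with 750 nM protein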
PLCg1 inh: blocks human PLC-gamma1 enzyme activity. P19174. inhibition, % at 12.2 µM. actives 0.84% (n = 370,000). AID 720700. purified PLC-gamma1, fluorogenic substrate, fluorescence; in the data active = inhibition above about 9.5%
ARFGAP1 inh: inhibits rat ARF GTPase activating protein 1; Q62848; Arfgap1-stimulated ARF1 GTP hydrolysis, GDP FP detection; inhibition, % at 16.5 µM; actives 0.26% (n = 360,000);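 active = inhibition above a per-plate limit, mean inhibition of low control wells plus 3 SD, cut at about 25% in these data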;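 also: 0% = DMSO wells with enzyme and 100% = wells lacking Arfgap1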
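material = rat Arfgap1 catalytic domain, aa 1-136 | also added = human ARF1(Δ1-17)-GTP substrate | compound dosing = one concentration, 16.5 µM, DMSO 1.26% | times = GTP hydrolysis reaction 2 h at 25 °C | measured by = FP, GDP Alexa 633 tracer displaced from anti-GDP antibody, 620/688 nm | evaluation = percent inhibition of Arfgap1-stimulated GTP hydrolysis | replication = single well per compound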
An asterisk follows results filed as active; . = not tested or not shown.

Below each compound: sPLA2-III inh, Tn7 DDE FP, ASAP1 GAP inh, DDE Tn6 FP inh, UHRF1 MBD2 ctr, KLK7 zymogen act, PLC-beta3 inh, NR1D1 modulator, PLCg1 inh, ARFGAP1 inh
> N/C(CCS(=O)(=O)c1ccc(Cl)cc1)=N\OC(=O)c1ccccc1Cl
 : -2, 12, 7, 4, -3, 0.2, -5, -4, 2, -5
> Cc1ccc(-c2cc[n+](Cc3ccccc3)cc2)cc1
 : 12, -6, -9, -6, 5, -0.2, -11, 6, -3, 3
> C=CCS(=O)(=O)N1CCCC(Cc2ccccc2C)(C(=O)OCC)C1 (stereo not given)
 : -2, 0, -6, 4, -1, 0.4, -8, 11, 1, -3
> CCN1CCCC1CNS(=O)(=O)c1ccc(Br)cc1 (stereo not given)
 : 3, 1, 0, 2, -2, 0.1, -5, -2, 1, 1
> CC(NS(=O)(=O)c1ccccc1)C(=O)Nc1ccc2c(c1)OCCO2 (stereo not given)
 : 10, 3, -7, 1, 0, -0.7, -6, 6, 0, 0
> COc1ccc(Nc2nccc(-c3cccc(N)c3)n2)cc1
 : 1, 8, 11, 2, -2, 0.2, -4, 4, -4, -1
> CCCCNC(=O)c1nc(C2CCN(S(=O)(=O)c3ccc(S(C)(=O)=O)cc3)CC2)oc1-c1ccccc1
 : -1, 2, -3, -9, -3, 0.6, 3, -1, 3, -16
> O=C(O)/C=C\C(=O)NCc1cccnc1
 : -1, 2, 2, 5, -1, -0.6, -10, 10, -3, -5
> Cc1cccc(-c2cccc3c4c([nH]c23)[C@@H]2C[C@H](N(C)C(=O)NC3CCCCC3)[C@H]([C@H](C)O)CN2CC4)c1
 : 7, -8, ., 1, -2, 0.0, -146, 0, -105, .
> CCc1ccccc1OCc1nnc(N)s1
 : -3, 1, 6, 8, -2, 0.5, -2, 6, 3, 2
> Cn1c(=O)c2c(ncn2CC(=O)N2CCN(C(=O)c3ccco3)CC2)n(C)c1=O
 : 1, 2, -6, -1, 2, -0.2, -1, 2, 0, -9
> CCn1c(Oc2ccccc2F)nc2c1c(=O)n(C)c(=O)n2C
 : -3, -3, -3, 10, -1, -0.5, -3, 0, -2, -4
> C=CCNC(=O)CSc1nc2sc(C)c(C)c2c(=O)[nH]1
 : 1, 9, 1, -5, 0, -0.7, 1, -3, 0, 6
> On1nnc2ccccc21
 : 9, -5, 1, -4, 1, -1.0, -8, -3, 1, 6
> CCC(=O)Nc1ccc(OCC2CCCO2)cc1 (stereo not given)
 : -5, 6, -1, 5, -2, -0.2, -4, 0, 0, -1
> O=S1(=O)CC(N2CC=CC2)CN1Cc1cn(Cc2cccc(Cl)c2)nn1 (stereo not given)
 : -5, -1, -21, -1, 0, 0.2, 1, 2, -3, -2
> COc1ccc(C2C(C(=O)c3ccc(C)o3)=C(O)C(=O)N2c2cc(C)on2)cc1OC (stereo not given)
 : -4, -9, 5, -7, -2, -0.2, -23, -1, -21, 10
> Cc1cccc(OCCOCCN2CCOCC2)c1C
 : 1, -6, -6, 6, -1, -0.4, 4, 0, 4, 2
> O=[N+]([O-])c1cnc2ccccc2c1Sc1ccccc1
 : 6, 9, ., 1, -8, ., 0, -4, -4, .
> O=C(c1ccccc1)N1CN2CN(C(=O)c3ccccc3)CC([N+](=O)[O-])(C2)C1
 : 2, -3, 5, -5, 0, -0.2, 0, -2, 4, 1

Record cards, as listed above:
Entry for On1nnc2ccccc21 = sPLA2-III inh: 9; Tn7 DDE FP: -5; ASAP1 GAP inh: 1; DDE Tn6 FP inh: -4; UHRF1 MBD2 ctr: 1; KLK7 zymogen act: -1.0; PLC-beta3 inh: -8; NR1D1 modulator: -3; PLCg1 inh: 1; ARFGAP1 inh: 6
Entry for CCn1c(Oc2ccccc2F)nc2c1c(=O)n(C)c(=O)n2C = sPLA2-III inh: -3; Tn7 DDE FP: -3; ASAP1 GAP inh: -3; DDE Tn6 FP inh: 10; UHRF1 MBD2 ctr: -1; KLK7 zymogen act: -0.5; PLC-beta3 inh: -3; NR1D1 modulator: 0; PLCg1 inh: -2; ARFGAP1 inh: -4

(cont.)
Below each compound: sPLA2-III inh, Tn7 DDE FP, ASAP1 GAP inh, DDE Tn6 FP inh, UHRF1 MBD2 ctr, KLK7 zymogen act, PLC-beta3 inh, NR1D1 modulator, PLCg1 inh, ARFGAP1 inh
> O=C(N/N=C/c1ccsc1)c1ccc2c(c1)OCO2
 : 13, 1, -14, -6, 5, -1.1, -7, -4, 1, -11
> COc1ccccc1OCCNC(=O)C1CC(=O)N(Cc2ccc(C)cc2)C1 (stereo not given)
 : -8, 0, -14, 3, -2, 0.5, 1, -3, 3, -4
> COc1cc(S(=O)(=O)Nc2ccccn2)ccc1F
 : 0, -5, -15, -11, 1, 2.1, -13, 3, -10, -3
> O=C(c1ccc(Cl)cc1)N1CCN(c2cccc3[nH]ccc23)CC1
 : -29, -4, -9, -5, -1, 0.1, -7, -3, 0, 2
> O=C(O)/C(=C\c1cccs1)Sc1nnc(-c2ccc(F)cc2)o1
 : 2, -3, 0, -6, 1, 0.2, -2, 2, 1, 8
> CC(COc1ccccc1)OC(=O)Nc1ccccc1 (stereo not given)
 : -1, -7, 4, 4, 0, 0.0, -3, 4, 1, -5
> C[C@@H]1CN([C@@H](C)CO)C(=O)CCCn2nncc2CO[C@H]1CN(C)C(=O)Nc1ccc(N2CCCCC2)cc1
 : 1, -7, 2, -7, -4, -0.5, 0, -1, 2, 7
> CN1C(=O)C(=O)N(CC(=O)N2CCc3ccccc32)C1=O
 : 11, -6, -2, 3, -1, 0.3, 1, -2, 0, 4
> CCOc1ccc(-c2c(C(=O)N/N=C/c3cccs3)nnn2-c2nonc2N)cc1
 : -10, 3, -15, -3, -1, -0.1, -17, -3, -2, -6
> C=CCN(c1ccccc1OC)S(=O)(=O)c1cccc(C(=O)NC2=NCCS2)c1
 : -21, -3, 6, -12, 0, 0.4, 2, -3, 2, 0
> Cn1ncc([N+](=O)[O-])c1C(=O)Nc1ccc2c(c1)OCCO2
 : -1, 7, -4, -5, -3, 0.8, 0, 3, 2, 1
> CCOc1ccc(NC(=O)CCCCCN2C(=O)[C@@H]3Cc4ccccc4CN3C2=O)cc1
 : -8, -3, -9, 5, -2, -0.7, -4, 3, 0, 2
> Cc1ccc(S(=O)(=O)NC(=O)c2cccc(C)c2)cc1
 : -1, 3, 5, -8, 5, -0.3, -6, 8, 4, 6
> COc1ccc(S(=O)(=O)Nc2cccc(NC(C)=O)c2)cc1
 : -8, 2, 16, 2, -3, -0.7, -3, -1, -2, -4
> Cc1cc(=O)cc(C)n1-c1ccccc1N
 : 2, 5, 7, 0, 0, 0.5, -4, -1, 0, 5
> CCOCCCNC(=O)C1CCN(S(=O)(=O)N(CC(C)C)CC(C)C)CC1
 : 4, -1, 1, 0, -2, 0.1, 5, -3, 3, -5
> CCOC(=O)c1cc(-c2ccc(OC)cc2OC)nn1-c1ccc(C(=O)O)cc1
 : -3, 3, -18, -3, 4, -0.1, -14, -1, -7, 8
> COc1ccc(S(=O)(=O)Nc2ccccc2)cc1OC
 : 0, -2, -22, 2, -3, 0.1, 4, 8, -1, 6
> Cn1nccc1NC(=O)Nc1ccc(OC(F)(F)F)cc1
 : 6, 1, 13, -4, 0, 0.1, -4, -4, 1, 11
> CCc1ccc(-c2nc(CS(=O)CC(=O)NCCc3ccccc3)c(C)o2)cc1 (stereo not given)
 : -8, -2, -8, 5, 1, 0.8, -5, -9, -2, 14
> Cc1ccc(S(=O)(=O)N2CCOCC2)cc1C(=O)Nc1ccccc1F
 : -1, -7, -8, -3, 1, 0.2, -6, -2, -1, 5
> CCOc1ccc(-n2c(=O)c3c4c(sc3n(CC(=O)NCCCOC)c2=O)CCCCC4)cc1
 : 6, 5, -22, 5, 0, -0.5, -7, 6, 2, -5
> COc1ccc(CNC(=O)CCNS(=O)(=O)c2ccc(NC(C)=O)cc2)cc1OC
 : -4, 4, -19, 7, 2, -0.2, -4, -2, -2, -21
> CCOC(=O)c1c(C)[nH]c(C)c1C(=O)COC(=O)c1ccc(OC)cc1
 : -15, 3, 1, -8, -2, -0.1, -3, 3, 2, -1
> C/C(=N\NC(=O)c1cc(C2CC2)nc2ccccc12)c1ccc(C)s1
 : -5, 2, -5, 3, -2, -0.5, -4, 2, -5, -4
> CC(C)(C)OC(=O)N1CCC(C(=O)Nc2ccc(C(=O)N3CCCC3)cc2)CC1
 : 3, 6, 7, 3, -2, 0.0, -1, -5, 0, -3
> CC(=O)Nc1ccc(-c2ccc(NC(C)=O)c(O)c2)cc1O
 : -12, -3, -3, -1, -2, -1.0, -23, -6, -11, 12
> C[C@H](NC(=O)OCc1ccccc1)c1nnc([C@H](Cc2ccccc2)NC(=O)OC(C)(C)C)o1
 : -3, -1, -4, 5, -3, 0.0, 0, -2, -2, -9
> O=C(NCCO)c1scc2c1OCCO2
 : 5, -2, 9, -3, 0, 0.2, 8, 3, 6, 4
> O=C(C1=C[C@@H](C2CC2)C[C@@H](OCCCCO)O1)N1CCN(Cc2ccccc2)CC1
 : 7, 5, -12, -2, 3, 0.1, -2, 0, -9, -2
> Cc1ccc(S(=O)(=O)Nc2ccc(Oc3cccnc3)nc2)cc1
 : -8, 12, -2, 3, 0, -0.7, -8, -1, 2, 2
> O=C(NC1CCN(S(=O)(=O)c2ccc(F)cc2)CC1)c1ccc(F)cc1
 : -3, 5, -2, 4, -1, -0.2, -7, 1, -2, -5
> COc1ccc2c(c1)c1nc3ccccc3nc1n2CCn1c(=O)oc2ccccc21
 : 8, -1, -2, 0, 1, 0.2, -7, -20, -5, 4
> N=c1c2c(-c3ccccc3)c(-c3ccccc3)n(Cc3ccco3)c2ncn1CCCO
 : 2, 4, -7, 4, -1, -0.3, -8, -7, -4, 6
> Cc1cccc(CSCC(=O)NCc2ccc(S(N)(=O)=O)cc2)c1
 : -11, 3, -12, -3, -1, -0.6, -7, 2, -1, -8
> COc1cc(NC(=O)c2cc3c(C)nc4ccccc4c3o2)cc(OC)c1OC
 : 0, -6, 33*, -33, 2, -8.0, -3, 2, -3, 47*
> NS(=O)(=O)c1ccc(N/C=C\C(=O)c2ccncc2)cc1
 : -4, 8, -6, 2, -5, 0.1, -11, -2, -7, -12

Bioassay records as filed in PubChem.
